Source: PubChem BioAssay
hIAP act: human IAP activation; P09923; purified human IAP, CDP-Star luminescence, 30 min; active compounds read high; 1 = vehicle-only enzyme, 0 = enzyme-free background; activation factor at 10 µM; 330,000 tested, 0.16% active; AID 2524;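 active means activation factor of the enzyme at least 2-fold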; further: the source names both 10 and 20 µM as test concentration; values of inactives mirror those of a sister screen read the other way
Target sequence (P09923 whole entry, looked up): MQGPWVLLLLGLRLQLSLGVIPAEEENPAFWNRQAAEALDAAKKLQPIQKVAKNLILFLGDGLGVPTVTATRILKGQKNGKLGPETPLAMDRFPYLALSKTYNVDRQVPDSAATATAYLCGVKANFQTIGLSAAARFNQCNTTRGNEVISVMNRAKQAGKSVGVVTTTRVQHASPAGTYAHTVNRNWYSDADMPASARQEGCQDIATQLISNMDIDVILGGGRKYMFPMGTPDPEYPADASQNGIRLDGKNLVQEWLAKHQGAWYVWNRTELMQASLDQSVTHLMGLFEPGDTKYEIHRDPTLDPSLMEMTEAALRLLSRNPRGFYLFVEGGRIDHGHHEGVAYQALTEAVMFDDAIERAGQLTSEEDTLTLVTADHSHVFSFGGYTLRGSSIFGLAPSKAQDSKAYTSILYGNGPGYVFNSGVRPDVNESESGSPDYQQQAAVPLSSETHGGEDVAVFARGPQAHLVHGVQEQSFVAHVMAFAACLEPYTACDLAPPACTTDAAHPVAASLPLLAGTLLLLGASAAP
beta cell repl: MIN6 beta-cell proliferation induction. 330,000 tested, 0.29% active. MIN6 cells proliferation, ATPlite luminescence, 48 h; cells starved in 0.2% serum; 100% = growth in 10% serum. proliferation, % at 10 µM;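 active means compounds whose signal lies at least 3.5 SD above the mean of all wells on their plate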;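 further: 0% = DMSO-treated cells in low-serum medium and 100% = 10% serum control; some compounds called inactive have numbers as strong as hits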
A3A deaminase: human APOBEC3A DNA deaminase inhibition | AID 493011 | P31941 | 330,000 tested, 0.41% active | inhibition, % at 20 µM | recombinant A3A, FAM/TAMRA ssDNA deamination fluorescence;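 active means at least 40% inhibition at 20 µM here, with at most 30% in a related deaminase screen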;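 further: plate controls were A3A with DMSO for no effect and wells lacking A3A enzyme for full effect; some results filed as inactive read as strong as hits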
Target sequence (P31941 whole entry, looked up): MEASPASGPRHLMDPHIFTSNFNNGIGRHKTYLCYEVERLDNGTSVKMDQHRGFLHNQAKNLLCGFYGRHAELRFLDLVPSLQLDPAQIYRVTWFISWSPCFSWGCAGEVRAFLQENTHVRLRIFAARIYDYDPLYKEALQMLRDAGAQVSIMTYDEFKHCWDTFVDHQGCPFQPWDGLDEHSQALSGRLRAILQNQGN
mIAP activ: increases mouse intestinal alkaline phosphatase activity; muIAP, CDP-Star luminescence, 30 min; active compounds read high; 1 = vehicle-only enzyme signal, 0 = enzyme-free wells; activation factor at 10 µM; 330,000 tested, 0.24% active;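 active means activation factor of at least 2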; further: the source names both 10 and 20 µM as test concentration; values of inactives mirror those of a sister screen read the other way
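also added = chemiluminescent substrate CDP-Star | test system = mouse IAP enzyme | signal = chemiluminescence readout | compound = DMSO-dissolved test compounds | incubation = 30 min at room temperature | benchmarks = DMSO wells, no-enzyme wells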
A3G deaminase: inhibitors of human APOBEC3G DNA deaminase. Q9HC16. recombinant A3G, ssDNA deamination FAM/TAMRA fluorescence. inhibition, % at 20 µM. 330,000 tested, 0.28% active. AID 493012;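 active means inhibition of at least 40% at 20 µM, with no more than 30% in the related APOBEC3A deaminase screen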;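 further: plate controls were DMSO wells with A3G for no effect and wells lacking A3G enzyme for full effect; some compounds called inactive have numbers as strong as hits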
MPTP inh: permeability transition pore inhibition. isolated mouse mitochondria, Ca2+ swelling absorbance, 30 min. inhibition, % at 10 µM. 360,000 tested, 1.4% active. AID 602449;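 active means inhibition of 50% or more, scaled per plate between neutral and stimulator controls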;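 further: 0% = DMSO wells given calcium and 100% = 1 mM EGTA wells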
mIAP block: blocks mouse intestinal alkaline phosphatase; purified mouse IAP, CDP-Star luminescence, 30 min; inhibition, % at 10 µM; 330,000 tested, 0.2% active; AID 2806;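 active means inhibition of at least 40% at 10 µM in the primary screen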;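 further: plate controls were DMSO with enzyme for no effect and no enzyme wells for full effect; values of inactives mirror those of a sister screen read the other way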
hIAP inh: blocks human intestinal alkaline phosphatase. P09923. purified IAP, CDP-Star luminescence, 30 min. inhibition, % at 10 µM. 330,000 tested, 0.12% active;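 active means inhibition reaching a set limit with compound at 10 µM in the primary screen, cut at about 35% in these data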;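 further: plate controls were DMSO wells with enzyme for no effect and no-enzyme buffer wells for full effect; values of inactives mirror those of a sister screen read the other way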
ATG4B inhibitor: blocks human ATG4B protease cleavage of LC3 substrate; Q9Y4P1; 340,000 tested, 0.51% active; inhibition, % at 8.33 µM; ATG4B cleavage of LC3-PLA2, NBD-HPC fluorescence, 1 h; in the data active means inhibition above about 40%
Starred values were filed as active, the others as inactive; · = not tested or not shown.

SMILES	hIAP act	beta cell repl	A3A deaminase	mIAP activ	A3G deaminase	MPTP inh	mIAP block	hIAP inh	ATG4B inhibitor
COc1ccccc1CNC(=O)CSc1ccc(-c2ccccn2)nn1	0.93	2	0	1	4	0.3	-1	7	-7
CC1CN(C2CCN(S(=O)(=O)c3ccccc3)CC2)CC(C)O1 (centres undefined)	0.97	-1	-1	1	-11	-2.0	-3	3	2
CCOc1ccc(N2CC(C(=O)NCCc3c[nH]c4ccc(OC)cc34)CC2=O)cc1 (centres undefined)	1.2	-3	-4	0.97	-9	-0.4	3	-20	-5
COc1ccc(C(=O)NCc2cccnc2)cc1C(=O)NCc1cccnc1	1.1	-2	3	0.98	-1	1.9	2	-14	-1
CCc1cc(=O)oc2c(C)c(OCC(=O)NC3CC(C)(C)NC(C)(C)C3)ccc12	1.3	-1	-1	1.1	0	1.4	-13	-26	1
Cc1ccc(C(=O)Nc2nc3ccccc3n3nnnc23)cc1	1	2	5	1	5	-0.7	0	0	0
CC(=O)c1ccc(-c2ccc(C(=O)NCC(c3ccc(F)cc3)N3CCOCC3)o2)cc1 (centres undefined)	0.93	-3	1	0.95	-1	-1.0	5	7	-10
COc1ccccc1N(C)S(=O)(=O)c1ccc(C(=O)OCC(=O)Nc2cc(C)on2)cc1	1.1	-4	-1	1.1	5	-0.4	-11	-9	-4
Cc1ccc(-c2nn(-c3ccccc3)cc2/C=N/NC(=O)c2ccc(Br)o2)cc1	1.2	-4	-1	0.99	-8	49	1	-20	-9
CC(C)N1CCC(N2CCN(Cc3ccc(C#CC(C)(C)O)s3)CC2CCO)CC1 (centres undefined)	1.1	-1	-2	0.88	-8	-0.8	12	-6	8
CC(C)c1cc(C(=O)NCc2cccnc2)no1	0.95	-1	-1	0.97	-6	-3.4	3	5	7
COCCNC(=O)Cn1c(=O)n(CCC(=O)NCCc2ccccc2)c(=O)c2ccccc21	0.98	-1	-6	0.98	-5	-0.7	2	2	3
CC1(O)CC(=O)N(c2ccccc2)O1 (centres undefined)	1	0	-1	0.99	-2	2.3	1	-4	1
Cc1ccc(Oc2ncccc2CO)cc1	1.3	-3	-2	0.93	-3	-0.8	7	-25	-5
CCC12CN3CCN(CC(C3)/C1=N\NC(=O)Nc1ccccc1)C2	1.1	-1	3	1.2	-1	0.6	-16	-6	0
CC(=O)c1cccc(S(=O)(=O)Nc2cc(C(F)(F)F)ccc2N2CCOCC2)c1	1	3	-2	0.88	-6	0.1	12	0	3
Cc1cc(C)cc(NC(=O)C2CCCN2/C=C/C(=O)C(F)(F)F)c1 (centres undefined)	0.9	0	-1	1	-5	0.9	-1	10	1
CCOC(=O)c1c(CN(C)C)n(-c2ccccc2)c2cc(Br)c(O)cc12	1	-5	3	0.98	-1	0.9	2	0	8
c1ccc2c(c1)COC(CNC1CCCCC1)OC2	0.95	0	-3	0.93	-9	-2.0	7	5	-3
CC1CCCCC1NC(=O)CSCC(=O)O (centres undefined)	0.88	1	2	1	-2	-1.7	-1	12	8

Complete entries from above. Order of screens: hIAP act	beta cell repl	A3A deaminase	mIAP activ	A3G deaminase	MPTP inh	mIAP block	hIAP inh	ATG4B inhibitor
Listed for COc1ccccc1N(C)S(=O)(=O)c1ccc(C(=O)OCC(=O)Nc2cc(C)on2)cc1 = 1.1	-4	-1	1.1	5	-0.4	-11	-9	-4
Listed for CC1CCCCC1NC(=O)CSCC(=O)O (centres undefined) = 0.88	1	2	1	-2	-1.7	-1	12	8
Listed for Cc1ccc(-c2nn(-c3ccccc3)cc2/C=N/NC(=O)c2ccc(Br)o2)cc1 = 1.2	-4	-1	0.99	-8	49	1	-20	-9
Listed for CC(=O)c1cccc(S(=O)(=O)Nc2cc(C(F)(F)F)ccc2N2CCOCC2)c1 = 1	3	-2	0.88	-6	0.1	12	0	3

(cont.)
SMILES	hIAP act	beta cell repl	A3A deaminase	mIAP activ	A3G deaminase	MPTP inh	mIAP block	hIAP inh	ATG4B inhibitor
Cc1cc(C)c(C)c(S(=O)(=O)N2CCN(C(=O)c3ccccn3)CC2)c1C	1	3	-3	1.1	-12	0.2	-11	-5	4
Cc1nc2cc(N3CCCCC3)c(NC(=O)c3ccncc3)cc2c(=O)n1Cc1ccc(Cl)cc1	1.1	-3	0	0.94	-2	·	6	-9	·
CCN(CC)S(=O)(=O)c1ccc2c(c1)N(CC(=O)NCCc1ccc(S(N)(=O)=O)cc1)C(=O)CO2	1	-1	2	0.99	0	0.1	1	-1	0
O=C(CCn1nc(-c2ccc(Cl)cc2)ccc1=O)NCc1cccnc1	0.83	3	-1	0.97	-5	-0.5	3	17	-8
CCOC(=O)c1c(C)nc2c(c1-c1cc(OC)ccc1OC)C(=O)c1ccccc1-2	0.95	3	-3	0.89	-9	2.9	11	5	-7
Nc1nonc1-c1noc(N2CCCCC2)n1	1.2	0	-4	1	-5	-1.7	-4	-20	9
CCc1cccc(OCCn2nc(C(=O)O)c3ccccc3c2=O)c1	0.92	0	1	1	-5	-1.0	-5	8	-7
COc1ccc(-c2nnn(Cc3nn[nH]n3)n2)cc1OC	0.93	-2	-3	0.93	-6	0.3	7	7	-7
COc1cc(C(=O)Nc2ccncc2)cc(OC)c1OC	1	-1	-3	0.96	-7	1.5	4	-3	-12
COC(=O)CCC(=O)NNC(=O)C1CC1(c1ccccc1)c1ccccc1 (centres undefined)	1	-2	-1	1	-6	-1.4	-3	-4	-7
COc1cccc(NC(=O)C2CCN(C(=O)[C@@H]3Cc4ccccc4CN3)CC2)c1	0.94	-2	-3	0.94	-4	1.2	6	6	3
COCCNC(=O)CN(Cc1ccccc1)S(=O)(=O)c1ccc2nc(C)sc2c1	0.97	1	-6	0.91	-6	-0.4	9	3	5
Cc1ccc(S(=O)(=O)N2CCCC(C(=O)Nc3ccc(C(=O)O)cc3)C2)cc1Cl (centres undefined)	0.91	-3	0	1.1	-5	-0.4	-5	9	-1
CCN(CC)C(=O)CSc1nc2sc3c(c2c(=O)n1CCOC)CCC3	1.1	3	-3	0.99	-2	0.8	1	-10	17
N/C(Cc1ccc(Cl)c(Cl)c1)=N\OC(=O)c1ccc(Br)o1	0.83	-3	-3	1.1	-3	3.1	-9	17	-5
CCc1cccc(CC)c1NC(=O)COC(=O)c1ccc2c(c1)S(=O)(=O)c1ccccc1C2=O	1.1	-1	-1	1.2	-4	-3.2	-15	-14	-2
Cc1cc(C)c(NC(=O)CNC(=O)COC(=O)C2CCN(c3ccc(C(F)(F)F)cn3)CC2)c(C)c1	1.1	3	-3	1	-8	0.8	-2	-10	1
Cc1ccc(C)c(NC(=O)c2sc(Cl)nc2C)c1	0.89	0	-1	1	-6	0.3	0	11	-1
CCOC(=O)c1c(C)[nH]c(C(=O)COC(=O)CNC(=O)c2ccccc2Cl)c1C	1.1	0	-4	0.96	-9	-18	4	-8	-6
CCc1c(C)nc(N2CCN(c3ccccc3F)CC2)[nH]c1=O	1.3	0	-7	0.99	-6	-0.3	1	-35	4
CCOc1ccccc1NC(=O)CCNS(=O)(=O)c1ccc(NC(C)=O)cc1	0.91	-1	0	0.95	-5	0.5	5	9	-2
CC(=O)CC(C)(C)n1nnc(-c2ccccc2)n1	1	-1	-2	1	-7	-1.3	-1	-2	-6
O=C(CCNC(=O)C1CCN(S(=O)(=O)c2ccccc2)CC1)NCc1ccc(Cl)cc1Cl	0.92	2	1	1	-3	-1.4	-2	8	1
Cc1ccc(C(=O)CSc2nnc(-c3ccccc3N)n2C)cc1C	0.95	-2	-3	0.92	-6	4.1	8	5	-14
COc1ccc(C(=O)C(Sc2nnc(C)c(=O)[nH]2)c2ccc(OC)cc2)cc1 (centres undefined)	0.91	2	0	1	-4	1.2	-2	9	3
O=c1c2ccccc2oc2nc(C3CCCCC3)n(Cc3ccco3)c(=O)c12	0.85	-2	-8	1	-7	2.2	0	15	-7
O=C1CCC(C(=O)NCc2ccc3c(c2)OCO3)N1 (centres undefined)	1.1	2	4	1	-4	-4.8	-3	-8	-5
CCOC(=O)c1cc(-c2ccc(OC)cc2OC)nn1-c1ccc(C(=O)O)cc1	1.1	1	-2	0.96	3	0.8	4	-5	-1
CCC(=O)c1ccc(OCC(=O)Nc2ccc(N3CCOCC3)cc2N2CCOCC2)cc1	1	-2	3	1.1	-5	-1.0	-5	-1	-4
C=C1CCC[C@]2(C)C[C@H]3OC(=O)C(CNC(C)(CO)CO)[C@H]3CC12 (some centres undefined)	1.1	2	-1	0.99	-8	2.8	1	-12	-9
CN(CCOc1ccc(Cl)cc1)C(=O)CN1C(=O)NC2(CCCCC2)C1=O	0.96	2	3	1.1	-7	-0.3	-7	4	-2
COc1ccc(CNC(=O)c2ccc(NC(=O)CC3SC(N4CCCC4)=NC3=O)cc2)cc1 (centres undefined)	1.1	-4	2	1	-2	0.3	-2	-13	-4
COc1ccccc1CCNC(=O)c1cccc(S(=O)(=O)NCc2ccccc2)c1	1.1	4	0	1	-6	-0.1	-3	-6	-3
Cc1cc(OC(C)C(=O)NCC2CCCO2)cc(C)c1Cl (centres undefined)	1.3	3	-3	0.95	-6	-0.4	5	-33	0
O=C(Nc1ccc(Cl)cn1)Nc1ccccc1F	0.88	-2	-2	0.95	-2	3.9	5	12	-9
Oc1ccccc1-c1cc(-c2ccc3c(c2)OCCO3)n[nH]1	1.3	-4	2	0.97	6	2.6	3	-33	4
Cc1ccc(C(=O)N(C)CC(=O)Nc2ccc(Cl)c(C(F)(F)F)c2)cc1S(=O)(=O)N1CCCCC1	0.99	-7	3	1.1	1	4.0	-11	1	-68
CCOC(=O)N1CCN(S(=O)(=O)c2ccc(C(=O)Nc3sc4c(c3C(N)=O)CC(C)(C)NC4(C)C)cc2)CC1	0.93	-7	-3	0.94	-1	1.1	6	7	-8
COc1ccc(C(=O)Nc2ccc(S(=O)(=O)N3CCc4ccccc43)cc2)cc1	1.1	-4	1	1	-6	22	-4	-11	-7
C/C(=N\NC(=O)C1CCCN(S(=O)(=O)c2ccccc2)C1)c1ccncc1 (centres undefined)	1.2	3	-1	1	-2	-1.9	-2	-16	-18
CC1=CC2=NCC(O)CN2C=C1 (centres undefined)	0.97	-3	2	0.92	-3	-2.8	8	3	0
CCOC(=O)c1ccc(P(=O)(c2ccccc2)c2ccccc2)cc1	1.3	2	-2	1	-7	0.7	-2	-26	0
CS(=O)(=O)Nc1ccc(N2CCCCC2)c(Cl)c1	0.9	-2	-1	1	-4	1.1	-3	10	4
COC(=O)c1ccc(C)c(NC(=O)Cn2cnc3ccccc3c2=O)c1	1.1	-2	-3	0.94	-5	-0.2	6	-9	-6
Cn1c(=O)[nH]c(=O)c2c1nc(NCCCn1ccnc1)n2Cc1ccccc1	1.2	-2	-11	1.1	-9	0.9	-11	-23	7
C=CCNC(=O)/C(C#N)=C/c1ccc(C(=O)O)cc1	0.95	-4	0	1	-13	1.3	-3	5	-27
CCCCn1c2ccc(C)cc2c2nnc(SCCN3CCCCC3)nc21	1	-4	-2	0.87	-7	2.5	13	-2	-6
COc1cccc(CN2CCN(CC(=O)Nc3ccccc3Cl)CC2)c1	0.89	2	-7	0.88	-11	0.7	12	11	5
COc1ccc(NC(=O)CSc2ncnc3c2cnn3Cc2ccccc2)cc1	1.1	-3	4	1.1	0	33	-5	-5	3
O=C(COC(=O)c1n[nH]c2ccccc12)NCc1ccccc1	0.8	2	-2	0.94	-5	0.3	6	20	14
O=C(Nc1cc(F)ccc1F)C1CCN(S(=O)(=O)c2cccc3nonc23)CC1	0.93	0	-3	0.92	-6	-0.3	8	7	6
